Efflux pump inh: inhibitors of Candida antifungal efflux pumps expressed in yeast; 330,000 tested, 0.44% active; AID 485275; S. cerevisiae Candida pump triplex, Nile Red efflux; inhibition, % at 10 µM;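 active = plate passing quality check with inhibition over a set limit, or well fluorescence over plate mean plus 4 SD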;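 also: Nile Red retained in pooled yeast measured as flow cytometry median fluorescence; 0% = buffer negative control and 100% = Enniatin B positive control; higher means more Nile Red kept so more efflux inhibition; some compounds called inactive have numbers as strong as hits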
JMJD2C inh: human JMJD2C demethylase inhibition; Q9H3R0; GST-JMJD2C(1-420) H3K9me3 demethylation, DELFIA europium; inhibition, % at 2.35 µM; 330,000 tested, 0.069% active; AID 2099;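 active = more than half of a compound's replicate wells show inhibition beyond 50%, single wells judged on their own value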;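 also: signal counts dimethyl H3K9 product captured on neutravidin plate; 0% = median of DMSO wells and 100% = 0.3 times that DMSO median; strong numbers were not always called active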
Target sequence (Q9H3R0 1-420 limits assumed): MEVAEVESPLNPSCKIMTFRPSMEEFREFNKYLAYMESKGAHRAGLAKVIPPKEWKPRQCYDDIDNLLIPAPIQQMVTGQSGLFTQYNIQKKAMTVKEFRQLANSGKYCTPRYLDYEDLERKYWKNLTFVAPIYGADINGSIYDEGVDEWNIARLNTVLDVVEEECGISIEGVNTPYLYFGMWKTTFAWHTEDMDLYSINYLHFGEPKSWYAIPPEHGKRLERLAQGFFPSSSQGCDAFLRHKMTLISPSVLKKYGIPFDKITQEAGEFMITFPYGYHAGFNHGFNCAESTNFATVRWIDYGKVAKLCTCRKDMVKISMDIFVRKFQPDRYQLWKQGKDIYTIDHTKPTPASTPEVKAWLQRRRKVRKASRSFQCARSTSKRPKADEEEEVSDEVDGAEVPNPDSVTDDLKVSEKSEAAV
PP1 counter: blocks human PP1-alpha phosphatase, a PP5 counter-screen; P62136; 320,000 tested, 0.9% active; AID 2235; purified PP1alpha, OMFP fluorescence; inhibition, % at 6.7 µM;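 active = inhibition above the mean inhibition of all tested compounds plus 3 SD, computed separately for each screening campaign, cut at about 15% in these data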
Target sequence (P62136 whole entry, looked up): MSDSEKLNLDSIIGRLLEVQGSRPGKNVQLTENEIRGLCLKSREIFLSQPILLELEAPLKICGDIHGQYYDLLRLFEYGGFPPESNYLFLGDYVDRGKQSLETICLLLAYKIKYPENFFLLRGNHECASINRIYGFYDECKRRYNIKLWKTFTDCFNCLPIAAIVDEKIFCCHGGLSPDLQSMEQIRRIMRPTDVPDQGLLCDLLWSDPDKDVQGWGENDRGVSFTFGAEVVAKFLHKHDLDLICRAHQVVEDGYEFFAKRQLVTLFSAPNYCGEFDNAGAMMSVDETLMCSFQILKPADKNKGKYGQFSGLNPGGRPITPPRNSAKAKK
PP5 inh: PP5 (human) phosphatase inhibition | 320,000 tested, 0.18% active | P53041 | inhibition, % at 6.7 µM | AID 1987 | purified PP5c, OMFP substrate fluorescence;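 active = inhibition above the campaign's mean inhibition across all tested compounds plus 3 SD, cut at about 9.5% in these data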;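 also: 0% = DMSO only and 100% = 100 µM cantharidin control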
proCasp7 act: activates human procaspase-7, counter-screen for procaspase-3 activators. P55210. recombinant procaspase-7, Ac-DEVD-pNA absorbance 405 nm; D23A/D198A/D206A triple mutant, cannot self-cleave; scale: DMSO 0, 5 µM enzyme 100. activation, % at 8.5 µM. 330,000 tested, 0.093% active;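 active = percent activation above the screen-wide mean plus 3 SD, cut at about 25% in these data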
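Assay system: Uncleavable procaspase-7 mutant enzyme | Input: 2 µM procaspase-7 mutant as dispensed | Timing: 1 h compound preincubation, 2 h substrate cleavage, 25 °C | Repeats: One well per compound | Control set: DMSO wells as 0%, DMSO with 5 µM added PC-7 as 100% | Technique: Epi-absorbance of released pNA at 405 nm, two timepoints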
HCV core dimer: blocks dimerization of HCV core protein | TR-FRET GST/Flag-core106 dimerization, 1536-well | 300,000 tested, 0.33% active | inhibition, % at 5 µM | AID 1899;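 active = inhibition above the mean of all tested compounds plus 3 SD, set per screening campaign, cut at about 45% in these data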
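Material: GST/Flag-tagged HCV core106 proteins. Incubation: 4 h, 22.5 °C incubation. Read-out basis: inhibition (%) from 671 over 617 nm ratio. Measured by: TR-FRET, excitation 340 nm, emission 617 and 671 nm.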
TPT1 inhibitor: inhibitors of Candida albicans tRNA 2'-phosphotransferase TPT1; inhibition, % at 5 µM; 300,000 tested, 0.81% active; recombinant caTPT1, FP RNA substrate dephosphorylation;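 active = inhibition above the mean of all tested compounds plus 3 SD, set per screening campaign, cut at about 24% in these data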;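 also: plate controls were DMSO alone for no effect and ferristatin control at 100 nM for full effect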
CTSL1 counter: cathepsin L1 inhibition, PFM18AAP counter-screen. recombinant F. hepatica cathepsin L1, Z-Leu-Arg-MCA fluorescence. inhibition, % at 5.96 µM. 300,000 tested, 0.49% active. AID 1906;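 active = inhibition above the mean of all tested compounds plus 3 SD, set per screening campaign, cut at about 17% in these data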;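 also: 0% = plate median of test compound wells and 100% = 1 µM Z-Phe-Ala-diazomethylketone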
procasp3 activ: activators of human procaspase-3; P42574; recombinant procaspase-3 D3A, Ac-DEVD-pNA absorbance 405 nm; activation, % at 8.5 µM; 330,000 tested, 0.11% active; AID 463141;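 active = activation above the mean of all tested compounds plus 3 SD, cut at about 21% in these data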;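 also: 0% = DMSO alone and 100% = DMSO wells spiked with extra 5 µM PC-3 D3A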
Target sequence (P42574 whole entry D9A/D28A/D175A): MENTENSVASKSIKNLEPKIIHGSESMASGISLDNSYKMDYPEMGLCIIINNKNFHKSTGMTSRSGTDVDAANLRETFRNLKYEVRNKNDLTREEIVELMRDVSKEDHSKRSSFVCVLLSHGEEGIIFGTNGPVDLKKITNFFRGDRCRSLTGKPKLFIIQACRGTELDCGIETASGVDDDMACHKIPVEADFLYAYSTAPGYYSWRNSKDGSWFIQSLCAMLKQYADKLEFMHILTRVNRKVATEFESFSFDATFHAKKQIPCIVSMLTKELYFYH
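assay system = Procaspase-3 D3A mutant | signal = absorbance at 405 nm, 0 and 120 min | times = 1 h preincubation plus 2 h reaction at 25 °C | repeats = single replicate | read-out = % activation between DMSO and enzyme-spiked controls | medium = Zinc-free HEPES saline buffer with Triton X-100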
* hit, by the source's call; x = not tested or not shown.

The first 12 entries as a preview:
1: Cc1cc(C)c(C(=O)N2CCCC(Nc3ccc(F)cc3)C2)o1 (configuration not stated)
2: COc1ccc(C(=O)NCCS(=O)(=O)N2CCOCC2)cc1
3: CCc1cc(-c2n[nH]c(CCC(=O)O)c2-c2nc3ccccc3n2C)c(O)cc1O
4: Cc1cc(OCCCC(=O)NC2=NCCS2)ccc1Cl
5: COc1cc(/C=N/n2nnnc2N)ccc1OCC(N)=O
6: CCOc1ccccc1NC(=O)CC(O)(C(F)(F)F)C(F)(F)F
7: COc1ccc(-c2nnc(SCC(=O)c3[nH]c(C)c(C(C)=O)c3C)o2)cc1
8: CN(Cc1nc(-c2ccc(Cl)cc2)no1)C(=O)CCN1C(=O)[C@H]2CC=CC[C@H]2C1=O
9: CC(=O)Nc1ccc(S(=O)(=O)N2CCCC2)cc1
10: CCOC(=O)c1sc(NC(=O)c2ccc(S(=O)(=O)N(CC)CC)cc2)nc1C
11: COc1ccc(OC)c(NC(=O)N2CCc3ccccc3C2)c1
12: C[C@@H]1C2CC(C/C2=N\NC(=O)c2ccncc2)C1(C)C (some centres not stated)
Assay by compound	1	2	3	4	5	6	7	8	9	10	11	12
Efflux pump inh	-0.1	0.0	-0.1	-0.1	0.1	0.0	0.4	0.1	-0.1	-0.1	0.0	-0.3
JMJD2C inh	4	-17	1	9	2	-1	-6	64	-13	-2	-3	-5
PP1 counter	0	-2	-5	1	2	-4	1	3	-7	-7	-4	1
PP5 inh	2.1	-1.2	2.6	-1.8	2.6	4.0	1.5	-1.2	2.3	1.2	0.7	-1.1
proCasp7 act	-5	4	9	-1	10	4	-13	4	-2	5	-3	-5
HCV core dimer	-8	-6	-2	-3	-5	-1	-7	-4	-16	25	-3	-8
TPT1 inhibitor	-4	-1	-2	0	0	-2	2	-2	-3	4	-2	-1
CTSL1 counter	2	-3	4	1	14	3	3	-1	3	2	-2	1
procasp3 activ	5	19	3	5	4	-2	2	-5	1	1	1	1

The whole of this part, from the first entry:
1: Cc1cc(C)c(C(=O)N2CCCC(Nc3ccc(F)cc3)C2)o1 (configuration not stated)
2: COc1ccc(C(=O)NCCS(=O)(=O)N2CCOCC2)cc1
3: CCc1cc(-c2n[nH]c(CCC(=O)O)c2-c2nc3ccccc3n2C)c(O)cc1O
4: Cc1cc(OCCCC(=O)NC2=NCCS2)ccc1Cl
5: COc1cc(/C=N/n2nnnc2N)ccc1OCC(N)=O
6: CCOc1ccccc1NC(=O)CC(O)(C(F)(F)F)C(F)(F)F
7: COc1ccc(-c2nnc(SCC(=O)c3[nH]c(C)c(C(C)=O)c3C)o2)cc1
8: CN(Cc1nc(-c2ccc(Cl)cc2)no1)C(=O)CCN1C(=O)[C@H]2CC=CC[C@H]2C1=O
9: CC(=O)Nc1ccc(S(=O)(=O)N2CCCC2)cc1
10: CCOC(=O)c1sc(NC(=O)c2ccc(S(=O)(=O)N(CC)CC)cc2)nc1C
Assay by compound	1	2	3	4	5	6	7	8	9	10
Efflux pump inh	-0.1	0.0	-0.1	-0.1	0.1	0.0	0.4	0.1	-0.1	-0.1
JMJD2C inh	4	-17	1	9	2	-1	-6	64	-13	-2
PP1 counter	0	-2	-5	1	2	-4	1	3	-7	-7
PP5 inh	2.1	-1.2	2.6	-1.8	2.6	4.0	1.5	-1.2	2.3	1.2
proCasp7 act	-5	4	9	-1	10	4	-13	4	-2	5
HCV core dimer	-8	-6	-2	-3	-5	-1	-7	-4	-16	25
TPT1 inhibitor	-4	-1	-2	0	0	-2	2	-2	-3	4
CTSL1 counter	2	-3	4	1	14	3	3	-1	3	2
procasp3 activ	5	19	3	5	4	-2	2	-5	1	1

11: COc1ccc(OC)c(NC(=O)N2CCc3ccccc3C2)c1
12: C[C@@H]1C2CC(C/C2=N\NC(=O)c2ccncc2)C1(C)C (some centres not stated)
13: C=C1SC(=Nc2ccccc2Cl)N(C(=O)c2sc3ccccc3c2Cl)C1(C)C
14: Cc1ccc2nc(-c3ccccc3)cc(C(=O)O)c2c1
15: Cn1c(SCC(=O)NNC(=O)c2ccc(Cl)cc2)nnc1-c1cccnc1
16: O=C1NC2(CCCC2)C(=O)N1CCS(=O)(=O)Oc1ccccc1
17: COc1ccc(OCc2cc(C(=O)NC3CCc4ccccc43)no2)c(Cl)c1 (configuration not stated)
18: O=C(c1c(Cl)cccc1Cl)N1CCN(c2cccc3[nH]ccc23)CC1
19: COc1ccc(-c2cc(C(F)(F)F)nc(N3CCN(C)CC3)n2)cc1
20: CC(=O)NS(=O)(=O)c1ccc2c(c1)C(=O)c1cc(S(=O)(=O)NC(C)=O)ccc1-2
Assay by compound	11	12	13	14	15	16	17	18	19	20
Efflux pump inh	0.0	-0.3	0.3	-0.2	0.1	-0.1	-0.1	0.2	0.0	0.2
JMJD2C inh	-3	-5	4	-3	0	-22	-4	-14	-8	-7
PP1 counter	-4	1	3	2	-4	-1	-2	0	4	0
PP5 inh	0.7	-1.1	3.2	0.9	-1.6	-3.6	1.2	-3.1	3.5	-0.8
proCasp7 act	-3	-5	-2	6	-6	-3	1	-2	-8	-7
HCV core dimer	-3	-8	4	0	-1	0	1	6	-9	-5
TPT1 inhibitor	-2	-1	-5	-4	0	0	-2	0	-9	-1
CTSL1 counter	-2	1	-4	2	2	-2	2	1	0	-3
procasp3 activ	1	1	2	-2	-1	10	10	0	-1	1

21: CC(=O)c1cccc(NC(=S)N2CCC(Cc3ccccc3)CC2)c1
22: CCOC(=O)N1CCN(C(=O)c2cc3c(s2)-c2ccccc2OC3)CC1
23: CC(C)OC(=O)CCc1nc2ccccc2[nH]c1=O
24: COc1cc(NC(=O)CN2CCN(c3ccccc3F)CC2)cc(OC)c1
25: CCOc1cc(C2C(C(=O)N3CCCCC3)=C(C)NC3=C2C(=O)CC(C)(C)C3)ccc1O (configuration not stated)
26: COC(=O)CNC(=O)C1CCCN1C(=O)OC(C)(C)C (configuration not stated)
27: CCN(C(=O)CSc1nnc(-c2ccco2)n1Cc1ccccc1)C1CCS(=O)(=O)C1 (configuration not stated)
28: CCCN1C=CC(=CC=C(C#N)C#N)C=C1
29: NS(=O)(=O)c1ccc(NC(=O)CCCC(=O)O)cc1
30: Nc1nonc1-n1nnc(C(=O)N/N=C/c2ccco2)c1CSc1ccccc1
Assay by compound	21	22	23	24	25	26	27	28	29	30
Efflux pump inh	0.6	0.1	-0.2	0.2	0.4	0.0	-0.1	-0.1	-0.1	0.1
JMJD2C inh	0	-3	-2	2	-2	-1	x	-3	-10	29
PP1 counter	-1	0	-1	-3	-4	1	-7	-1	0	-1
PP5 inh	-2.5	1.3	3.6	1.7	-0.9	3.1	-0.5	-0.1	-0.3	1.7
proCasp7 act	-10	5	7	-4	-4	-1	-5	-9	7	8
HCV core dimer	11	0	-7	3	-1	-3	x	-19	-3	11
TPT1 inhibitor	-1	0	2	1	2	7	x	144*	-7	-1
CTSL1 counter	0	0	5	-5	5	-1	x	7	0	-1
procasp3 activ	-5	4	-3	-10	7	-5	-5	-16	-5	10

31: O=C(COc1cccc2ccccc12)N/N=C/c1ccc(Sc2nc3ccccc3s2)o1
32: O=C(CCCOc1ccccc1)Nc1cccnc1
33: CC(Oc1ccccc1F)C(=O)NNC(=O)c1cccc(S(=O)(=O)N2CCN(C)CC2)c1 (configuration not stated)
34: Cc1coc2c(C)c3oc(=O)c(CCC(=O)NCCC(=O)O)c(C)c3cc12
35: CC(=O)c1sc(NC(=O)COc2ccc(Br)cc2)nc1C
36: COC(=O)c1ccc(/C=C/c2c(-c3ccsc3)sc3ccccc23)cc1
37: O=C1CC(SC(=Nc2ccccc2)Nc2ccccc2)C(=O)N1c1cccc2ccccc12 (configuration not stated)
38: O=S(=O)(c1ccc(Cl)cc1)N1CCN(Cc2ccc(O)c3ncccc23)CC1
39: COc1ccc(N=C2NN=C(c3ccc4c(c3)OCCO4)CS2)cc1
40: COc1ccc(OC)c(/C=C(\NC(=O)c2ccccc2)C(=O)N/N=C/c2ccc(C)s2)c1
Assay by compound	31	32	33	34	35	36	37	38	39	40
Efflux pump inh	0.0	-0.1	-0.1	0.2	-0.3	-0.1	-0.1	0.1	0.1	0.1
JMJD2C inh	6	-23	1	-1	-29	10	2	26	8	-25
PP1 counter	10	0	-2	-6	-2	-2	-2	18*	1	6
PP5 inh	3.0	2.4	0.2	2.5	-2.4	0.6	1.5	3.3	-1.1	1.1
proCasp7 act	4	5	-1	4	-12	-13	5	-3	-5	1
HCV core dimer	27	-6	x	2	-69	5	17	4	7	18
TPT1 inhibitor	1	0	x	1	3	2	3	-1	-2	16
CTSL1 counter	0	-1	x	-7	-2	-6	-3	1	1	3
procasp3 activ	-7	-3	8	4	-1	0	7	0	-11	2

41: Cc1cc(NS(=O)(=O)c2cn(C)nc2C)no1
42: CSc1nc(SCC(=O)NCc2ccco2)c2c3c(sc2n1)CN(C)CC3
43: Cc1ccc(S(=O)(=O)Nc2ccncc2)c(C)c1N(C)S(=O)(=O)c1ccc(F)cc1
44: CC(=O)c1cccc(S(=O)(=O)N2CCC(C(=O)O)CC2)c1
45: COC(=O)c1ccc(C)c(NC(=O)CSc2sc3c(O)cc(=O)[nH]c3c2C#N)c1
46: O=C(O)CCCc1ccc2ccc3cccc4ccc1c2c34
47: CC1CN(CCn2cnc3c(N)ncnc32)CC(C)O1 (configuration not stated)
Assay by compound	41	42	43	44	45	46	47
Efflux pump inh	0.2	0.0	0.1	-0.1	-0.5	0.0	-0.1
JMJD2C inh	3	-2	1	-18	7	-19	-18
PP1 counter	-2	5	3	-1	10	4	-4
PP5 inh	0.9	0.1	3.7	-0.8	1.8	0.9	0.3
proCasp7 act	-5	-12	8	4	-12	-3	7
HCV core dimer	6	48*	2	4	1	-2	-1
TPT1 inhibitor	2	-3	4	-3	5	0	1
CTSL1 counter	7	5	1	3	0	3	-1
procasp3 activ	-3	-7	4	1	-6	-7	9

Compound activity: PubChem, several laboratories

Hits appear at their usual frequency; about 2.9% have a hit in one of these screens.
